# Compound activity deposited in PubChem by Broad Institute.
# GSIS activator: GLuc luminescence reporter in INS-1E cells, primary screen for activators of glucose-dependent secretion of insulin; INS-1E GLuc reporter insulin secretion, 2-3 h; activation, % at 16.6 µM; hit rate 0.61% among 370,000;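 active = lowest replicate activation of at least 40%, so every replicate reaches that level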;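 also: 0% = median of neutral control wells and 100% = median of IBMX positive control wells; some compounds called inactive have numbers as strong as hits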
# PGC1a acetyl inh: inhibitors of PGC1a acetylation signal, primary screen, cell-based, U2OS, AlphaScreen, inhibitor mode | AlphaScreen anti-acetyl-lysine; with virally co-expressed GCN5 acetyltransferase | inhibition, % at 15.6 µM | hit rate 0.17% among 350,000;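 active = every replicate shows inhibition of at least 40%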;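 also: 0% = neutral control wells and 100% = positive control wells; some results beyond the cut were filed as inactive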
# Cneo AK release: Cryptococcus neoformans cell lysis inducers, primary screen, AK release luminescence, single concentration. C. neoformans lysis, adenylate kinase release luminescence, 4 h; normalised: neutral wells 0, clomiphene wells 100. lysis activity, % at 15 µM. hit rate 0.2% among 360,000;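 active = mean lysis activity across replicates of at least 80%, whatever share of replicates individually reach that level; inactive = mean lysis activity below 80%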
#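 Assay system: C. neoformans cells. Amount: yeast cell density of 5 × 10^6 cells/mL. Technique: AK luminescence. Buffer or medium: YPD. Times: static 4 h at 37 °C with compound, 1 h detection. Dosing: single-point compound dose. Read-out: lysis from increased AK signal.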
# LGR2 antag: inhibitors of bursicon-induced LGR2 CRE-luciferase signal, primary screen, cell-based, HEK293, CRE-luciferase reporter, bursicon stimulation; AID 720647, 2013; Drosophila bursicon receptor LGR2 (rickets); inhibition, % at 9.99 µM; hit rate 0.35% among 380,000; bursicon-stimulated, 4 h;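 active = drop in luminescence signal, shown as inhibition above about 50% in the replicate tests, limit read from the data, passing the limit was not always enough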;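 also: agonist challenge used bursicon conditioned medium at about half maximal strength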
# C2C12 statin: suppressors of statin myotoxicity in C2C12 myotubes, primary screen, cell-based, single point, plate reader; rescue of ATP level, % at 7.49 µM; C2C12 myotubes + simvastatin, ATP luminescence, 48 h; scaled: DMSO 0, geranylgeraniol control 100; hit rate 0.78% among 330,000; AID 602340, 2012;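 active = mean ATP rescue above about 67%, or every replicate alone reaching that limit, limit read from the data, passing the limit was not always enough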;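 also: myotubes were challenged with 10 µM simvastatin during compound exposure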
# ARNT-TACC3 inh: disruptors of ARNT/TACC3 protein interaction, primary screen, biochemical, AlphaScreen, single concentration. Transforming acidic coiled-coil-containing protein 3 (Homo sapiens), Q9Y6A5. AlphaScreen His-ARNT PAS-B/GST-TACC3 binding, luminescence; TACC3 fragment carries E629A point mutation. inhibition, % at 9.99 µM. hit rate 0.66% among 390,000;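 active = mean inhibition of replicates at least 50% and at least half of replicates each reaching 50%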;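 also: 0% = complete ARNT plus TACC3 wells and 100% = ARNT alone without TACC3; many hits fall short of the cut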
# PAX8 reporter: inhibitors of PAX8-driven TPO luciferase reporter, primary screen, RMG-I cells, single concentration; inhibition, % at 12.6 µM; hit rate 1.2% among 360,000; SteadyGlo, 24 h;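 active = mean replicate inhibition at least 60% with every replicate also reaching 60%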;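 also: luciferase light reporting Pax8 driven TPO promoter activity; plate controls were median of neutral control wells for no effect and mitoxantrone controls for full effect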
# PglD inh: C. jejuni PglD acetyltransferase inhibitors, primary screen, biochemical, DTNB colorimetric, single point; UDP-N-acetylbacillosamine N-acetyltransferase PglD (Campylobacter jejuni); purified PglD enzyme, DTNB colorimetric CoA detection; inhibition, % at 12.5 µM; hit rate 0.098% among 360,000; in the data active = inhibition above about 16%, passing the limit was not always enough; also: strong numbers were not always called active
# * marks the source's active call; other numbers are inactive results; / = no result given; & = joins results of further samples. The order is random; 2.9% or so of the library scored in one or more.
SMILES,GSIS activator,PGC1a acetyl inh,Cneo AK release,LGR2 antag,C2C12 statin,ARNT-TACC3 inh,PAX8 reporter,PglD inh
Fc1ccc(CN2CCN3CCCC3C2C2CCCCC2)cc1F (stereo unspecified),-7,-9,-8,-13,-9,6,/,0
CC(C)c1nc2sc3c(SCC(N)=O)ncnc3c2c2c1CCC2,-25,1,-3,3,/,-1,-6,-8
COc1ccc(S(=O)(=O)N2CCN(C(=O)c3cc4c(s3)CCCC4)CC2)cc1,/,-11,-1,18,-15,0,11,1
Cc1ccc(S(=O)(=O)N[C@H]2C=C[C@@H](CC(=O)N3CCN(c4ccccc4)CC3)O[C@H]2CO)cc1,-8,0,2,-1,0,/,-4,3
Cc1ccccc1OCCn1cc(C(=S)N2CCN(C)CC2)c2ccccc21,-42,/,/,1,/,8,15,/
COc1cc(C)c(Cl)cc1S(=O)(=O)N(C)C,/,1,-2,/,9,-5,/,2
CC1(C)CC(=O)C(C(=O)C2CCN(S(=O)(=O)c3ccccc3)CC2)C(=O)C1,0,4,/,-3,/,-6,-1,/
COc1ccc(-c2nn(C)c(=O)c3ccccc23)cc1NC(=O)COc1ccccc1,/,-20,1,/,3,-7,31,-2
CN1C[C@H]2[C@@H](c3ccccc31)[C@H](CO)N2C(=O)C1CC1,-7,10,0,2,-16,7,5,1
O=C(NC1CCN(Cc2ccccc2)CC1)c1ccccc1,2,1,0,5,0,-6,-24,0
CC(C)CN(CC(C)C)C(=O)Nc1ccc(F)cc1F,/,-15,-1,4,13,-3,2,-5
CC(=O)N1[C@H](CO)[C@H](c2ccc(-c3ccccc3)cc2)[C@H]1CNC(=O)C1CC1,9,-7,90*,7,0,2,-4,3
CC(=O)c1cc2cccc(OC3(C)CCN(Cc4ccc5ccccc5c4)C3)c2o1 (stereo unspecified),-43,-1,-8,9,-11,/,7,-3
COc1ccc2c(c1)c1ncn(Cc3ccccn3)c(=O)c1n2C,10,/,/,-17,/,8,-2,/
Cc1cc(C)nc(NS(=O)(=O)c2ccc(NC(=O)Cc3ccc(F)cc3)cc2)n1,/,-1,8,/,4,-29,-4,4
O=[N+]([O-])c1ccc(CN2CCN(c3ccc([N+](=O)[O-])cc3)CC2)cc1,-6,/,-1,-13,10,1,28,-10
N#C/C(=C(/O)COc1ccc(Br)cc1)c1nnc2n1CCCCC2,-1,-3,/,16,/,3,-6,/
Cc1cccc(-c2nnnn2-c2cccc(C)c2)c1,7,-10,/,-17,/,1,4,/
O=C(Nc1ccc2c(c1)OCCO2)C(C1CC1)N1CCN(c2ccc(C(F)(F)F)cn2)CC1 (stereo unspecified),-15,3,-13,-11,17,/,6,-3
CCOc1ccc(N2C(=O)CC(/C=C3/N(C)c4ccccc4C3(C)C)C2=O)cc1 (stereo unspecified),-24,/,/,12,/,-6,32,/
CN1C(=O)N(CC(=O)Nc2ccc(C(F)(F)F)cc2)C(=O)C12CCCCC2,-47,4,-3,-4,-39,-1,/,3
C[C@H]1CN([C@@H](C)CO)C(=O)CCCn2nncc2CO[C@H]1CN(C)S(=O)(=O)c1ccc(C#N)cc1,-6&4,13,0,14,2,/,4,-6
CCC(=O)N(c1nnc(SCC(=O)Nc2ccccc2Cl)s1)C1CC1,6,/,-3,6,8,-1,-13,6
CC(=NO)C1CCC2C3CCC4=CC(=NO)CCC4(C)C3C(O)CC12C (stereo unspecified),/,-3,-1,-7,5,-3,-1,0
O=C(C[C@@H]1CC[C@@H]2[C@H](COC[C@@H](O)CN2CCC(F)(F)F)O1)NCC1CC1,-4,-1,0,15,-6,-7,-19,1

# Carrying on.
SMILES,GSIS activator,PGC1a acetyl inh,Cneo AK release,LGR2 antag,C2C12 statin,ARNT-TACC3 inh,PAX8 reporter,PglD inh
COc1ccc(-c2cc(C(F)(F)F)n3nc(C(=O)NCCN4CCOCC4)cc3n2)cc1,-4,-6,2,6,-3,1,6,3
CC1(C)Cc2c(C#N)c(N3CCN(C(=O)c4ccccc4)CC3)nc(-c3ccco3)c2CS1,/,-15,0,/,-10,0,/,-1
COc1ccc(-c2ccc(C3[C@H]4CNC[C@@H]3N4S(=O)(=O)c3cccc(C)c3)cc2)cc1 (stereo partly specified),2&-7,9,/,4&-8,/,/,-15,/
CC1CCCC(C)N1C(=O)COC(=O)CCC(=O)c1cccs1 (stereo unspecified),8,1,-1,11,1,-4,/,-4
CO[C@@H]1CN(C)C(=O)c2ccc(NC(=O)NC(C)C)cc2OC[C@@H](C)N(C(=O)CC2CC2)C[C@@H]1C,-2,13,-2,12,-9,4,7,0
Cn1cc(Cl)c(C(=O)NNC(=S)NCc2ccco2)n1,-1,15,/,8,/,5,7,/
O=C(C1=C[C@@H](c2ccc(Br)cc2)C[C@@H](OCc2ccc(CO)cc2)O1)N1CCOCC1,-11,-5,-1&-1,-8,9,-13,6&1,0
Brc1ccccc1OCCCN1CCCC1,-5,-7,-3,5,-7,-9,20,-4
O=C(O)c1ccccc1C(=O)NCC(O)COc1ccc(Cl)cc1 (stereo unspecified),26,4,/,-2,3,-4,-25,/
CCOC(=O)c1cnc2c(C)cc(C)cc2c1Nc1ccc(S(=O)(=O)Nc2ncccn2)cc1,/,/,-2,/,-4,-1,-11,4
C[C@H](CO)N1C[C@H](C)[C@@H](CN(C)C)Oc2cc(Br)ccc2S1(=O)=O,16,-2,11,-13,-3,3,/,3
CCOc1ccc(S(=O)(=O)Nc2ccc(S(=O)(=O)N3CCCC3)cc2)cc1,-21,2,0,-5,2,8,/,-4
Cc1ccc(C2=Nc3cccnc3C(c3ccccc3)=NN2)cc1,2,/,/,-8,/,-2,-17,/
COCC(=O)N1[C@H](CO)[C@@H](c2ccccc2)[C@@H]1CNC(=O)c1ccccn1,8,11,40,10,5,2,1,-2
CCOc1ccc(CCNC(=O)C2CCCN(S(=O)(=O)N3CCCCC3)C2)cc1OCC (stereo unspecified),-11,/,0,-11,9,/,-3,3
CC(Oc1cccc(Cl)c1)C(=O)N1CCN(c2ncccn2)CC1 (stereo unspecified),/,/,0,10,1,0,-8,-1
Cc1cc(-c2nn(-c3ccccc3F)cc2CN2CCCC(C(N)=O)C2)c(C)s1 (stereo unspecified),19,0,-1,33,-2,0,3,6
Cc1ccc(-n2nc(-c3ccccc3)cc2Nc2ccccc2N)cc1,15,/,/,-1,/,0,-12,/
O=C(Nc1ccon1)c1cc(-c2ccccc2)nc2ccccc12,/,3,1,/,/,-12,/,-4
Cc1ccccc1C(=O)N1CCN(c2ccc([N+](=O)[O-])c(N3CCOCC3)c2)CC1,/,-3,1,/,-9,0,/,-3
O=C(CCCCCNC(=O)N1CCn2c1nc1ccccc12)NCc1ccccc1,-3,2,0,0,6,6,19,-2
CCOC(=O)C1=NNC2C(=O)N(C3CCCCC3)C(=O)C12 (stereo unspecified),-6,0,1,0,-7,-6,/,0
COc1ccc(-c2coc3cc4oc(=O)c(CC(=O)O)c(C)c4cc23)cc1,-2,3,1,8,-15,-25,10,3
CCSc1ccc(-c2nn(-c3ccccc3)cc2/C=C(/C#N)C(=O)NC)cc1,65*,/,1,4,/,-1,3,1
CNC(=O)COC(=O)c1cc(SC)ccc1Cl,11,3,/,-3,/,-15,-1,/

# Sorted by the number under PGC1a acetyl inh (largest number first): 4 from the list above.
Compound	GSIS activator	PGC1a acetyl inh	LGR2 antag	ARNT-TACC3 inh	PglD inh
CNC(=O)COC(=O)c1cc(SC)ccc1Cl	11	3	-3	-15	/
C[C@H](CO)N1C[C@H](C)[C@@H](CN(C)C)Oc2cc(Br)ccc2S1(=O)=O	16	-2	-13	3	3
Cc1ccccc1C(=O)N1CCN(c2ccc([N+](=O)[O-])c(N3CCOCC3)c2)CC1	/	-3	/	0	-3
Brc1ccccc1OCCCN1CCCC1	-5	-7	5	-9	-4

# Later entries:
SMILES,GSIS activator,PGC1a acetyl inh,Cneo AK release,LGR2 antag,C2C12 statin,ARNT-TACC3 inh,PAX8 reporter,PglD inh
CC1CCCCC1Nc1nc2ccc(Cl)cc2n2cnnc12 (stereo unspecified),21,11,0,14,98*,-1,14,-2
CCCCCn1c(=N)c(S(=O)(=O)c2ccc(Br)cc2)cc2c(=O)n3cccc(C)c3nc21,-2,-6,5,4,8,2,-6,1
COc1ccc([N+](=O)[O-])cc1NC1CCN(C(=O)c2cccs2)CC1,-17,/,-1,14,-4,4,37,-3
O=C(Nc1c(C(=O)NCc2ccco2)cnn1-c1ccccc1)c1cccc(F)c1,/,/,-3,/,-2,3,10,-8
C[C@@H]1CN([C@H](C)CO)S(=O)(=O)c2ccc(-c3ccc(C(=O)N(C)C)cc3)cc2O[C@@H]1CN(C)C(=O)C1CCC1,-1,4,5,-11,1,-9,-1,-3
C/C(=N\NC(=O)c1cccc([N+](=O)[O-])c1)c1cccc(NC(=O)C2CC2)c1,17,/,/,-9,/,-1,-2,/
CCN(CC)CC(=O)Nc1ccc([N+](=O)[O-])cc1,-3,-3,-2,9,12,1,-2,-6
COc1ccccc1N1CCN(C(=O)CCCN2C(=O)c3cccc4cccc(c34)C2=O)CC1,-28,5,3,12,/,-7,16,0
NC(=Nc1ccc(Cl)cc1)c1ccccc1,2,/,0,-23,4,-7,-21,-4
CSc1oc(-c2ccc(F)cc2)nc1S(=O)(=O)c1ccc(F)cc1,-19,4,0,16,-2,1,-15,4
Cc1cccc(-c2nc(C)cc(=O)[nH]2)c1,9,/,/,1,/,-4,3,/
COCCSc1ccccc1C(=O)NCC1CCCO1 (stereo unspecified),-7,-12,0,-1,1,-2,/,0
C[C@H]1CN([C@@H](C)CO)C(=O)Cc2cc(NC(=O)Cc3ccccc3)ccc2O[C@@H]1CN(C)C(=O)Nc1ccc(C(F)(F)F)cc1,-1,-2,-1,-4,-11,-4,/,4
O=S1(=O)N=C(N(CCO)/N=C/c2ccc(Br)cc2)c2ccccc21,15,6,0,-20,-6,-12,-13,4
S=c1[nH]nc(CCCc2n[nH]c(=S)o2)o1,3,/,/,-2,/,2,0,/
COC(=O)[C@H](CCSC)NC(=O)Cn1cnc(C(=O)Nc2ccc(C)c(C)c2)n1,5,-2,-4,-4,12,-3,-131,1
CCC(Sc1ncccc1C(=O)OCCN1CCCC1=O)C(=O)NCc1ccco1 (stereo unspecified),0,-20,-1,13,-1,-12,/,0
COc1ccc(N2CCOCC2)c(NC(=O)c2cccnc2)c1,22,-6,-1,-13,1,-1,-31,1
C/C(=N\NC(=O)c1nnn(-c2nonc2N)c1CN1CCC(C)CC1)c1cccc(Br)c1,0,-12,-2,16,11,-2,-10,6
CN(C)S(=O)(=O)c1ccc(N2CCCC2)c(C(=O)Nc2nccs2)c1,28,/,-1,10,-2,4,7,2
Cc1ccc(N=C2NC(=O)CS2)cc1C,1,4,2,2,-7,2,2,1
CC(=O)Nc1cccc(NC(=O)C2CCCN2C(=O)Nc2cccc(C)c2)c1 (stereo unspecified),/,4,0,/,-2,-6,/,7
Cn1c(SCc2ccccc2)nnc1-c1ccc2c(c1)OCO2,/,5,2,/,2,-6,/,-3
COc1ccc(OC)c(NC(=O)CN2CCC(C(=O)c3ccc(C)cc3)CC2)c1,/,-16,1,/,-5,9,/,-2
c1ccc(Oc2cccc(CN3CCOCC3)c2)cc1,-7,-16,2,17,8,-6,/,6
O=C(CCc1nnc(-c2ccccc2)o1)NCC1CCN(C2CCCC2)CC1,1,/,/,-2,/,3,-14,/
Cc1ccc(OS(=O)(=O)c2ccccc2)c(/C=N/N=C2\NC(=O)C(C)S2)c1 (stereo unspecified),/,-13,0,/,134*,0,/,-2
